Source: PubChem BioAssay (Broad Institute)
SIRT5 inh = SIRT5 desuccinylase inhibitors, primary screen, biochemical, fluorescence imaging, single point, set 5. Purified SirT5, succinyl-peptide AMC, trypsin-coupled fluorescence. 330,000 compounds, 1.1% hits. inhibition, % at 15 µM. NAD-dependent protein deacylase sirtuin-5, mitochondrial (Homo sapiens), Q9NXA8. AID 652115, 2013; in the data active = inhibition above about 15%; inconclusive = no clear call, values can overlap the other calls
Target sequence (Q9NXA8 whole entry, looked up): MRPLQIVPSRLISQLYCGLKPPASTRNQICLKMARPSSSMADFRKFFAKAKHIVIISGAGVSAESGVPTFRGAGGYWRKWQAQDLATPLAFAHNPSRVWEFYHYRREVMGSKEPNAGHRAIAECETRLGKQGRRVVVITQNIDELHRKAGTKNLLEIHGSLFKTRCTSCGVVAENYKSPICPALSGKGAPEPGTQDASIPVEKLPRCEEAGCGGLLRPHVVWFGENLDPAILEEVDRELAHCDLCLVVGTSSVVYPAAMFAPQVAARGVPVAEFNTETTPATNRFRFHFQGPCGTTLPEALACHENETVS
ARNT TACC3 PPI = disruptors of ARNT/TACC3 protein interaction, primary screen, biochemical, AlphaScreen, single concentration. 390,000 compounds, 0.66% hits. Transforming acidic coiled-coil-containing protein 3 (Homo sapiens), Q9Y6A5. inhibition, % at 9.99 µM. AlphaScreen His-ARNT PAS-B/GST-TACC3 binding, luminescence; TACC3 fragment carries E629A point mutation;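 active = mean inhibition of replicates at least 50% and at least half of replicates each reaching 50%; inconclusive = half or more replicates reach 50% but mean below 50%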;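 note: 0% = complete ARNT plus TACC3 wells and 100% = ARNT alone without TACC3; many hits fall short of the cut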
Cneo AK release = Cryptococcus neoformans cell lysis inducers, primary screen, AK release luminescence, single concentration; C. neoformans lysis, adenylate kinase release luminescence, 4 h; normalised: neutral wells 0, clomiphene wells 100; lysis activity, % at 15 µM; 360,000 compounds, 0.2% hits;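 active = mean lysis activity across replicates of at least 80%, whatever share of replicates individually reach that level; inactive = mean lysis activity below 80%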
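Material – log-phase Cryptococcus neoformans yeast cells · Input – 5 × 10^6 yeast cells/mL · Medium – fresh YPD growth medium · Doses – single compound concentration per well · Timing – static 4 h at 37 °C with compound, 1 h detection · Detection – adenylate kinase release luminescence · Read-out – signal increase indicating cell lysis · Control set – Clomiphene as positive lysis control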
ERp5 inh = inhibitors of ERp5-driven insulin aggregation, primary screen, biochemical, turbidity, absorbance 650 nm, single point; Protein disulfide-isomerase A6 (Homo sapiens), Q15084; 90 min; inhibition, % at 9.99 µM; 350,000 compounds, 0.05% hits; AID 651711, 2012;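 active = mean replicate inhibition above about 25%, with every replicate also reaching it, limit read from the data, passing the limit was not always enough; inconclusive = only one of those two criteria met; inactive = neither criterion met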
Target sequence (Q15084 whole entry, looked up): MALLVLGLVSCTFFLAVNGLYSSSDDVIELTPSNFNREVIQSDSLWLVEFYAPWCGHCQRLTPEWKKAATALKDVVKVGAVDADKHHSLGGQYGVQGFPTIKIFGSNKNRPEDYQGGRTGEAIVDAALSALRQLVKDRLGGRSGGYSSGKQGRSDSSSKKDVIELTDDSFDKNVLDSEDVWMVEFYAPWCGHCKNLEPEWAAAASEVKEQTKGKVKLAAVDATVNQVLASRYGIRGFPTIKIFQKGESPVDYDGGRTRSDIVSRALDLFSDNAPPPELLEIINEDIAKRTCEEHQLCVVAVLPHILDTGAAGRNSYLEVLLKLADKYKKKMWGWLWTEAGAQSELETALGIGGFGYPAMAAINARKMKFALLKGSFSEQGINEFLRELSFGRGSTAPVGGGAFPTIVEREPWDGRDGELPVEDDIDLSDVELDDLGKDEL
miR-122 sensor = miR-122 Renilla sensor signal increase in Huh7, primary screen, miR-122 inhibitor project, cell-based, single point, plate reader; Huh7 miR-122 Renilla luciferase sensor, 48 h; neutral wells = 0, positive control = 100; activation (reporter increase), % at 12.5 µM; 340,000 compounds, 0.3% hits; AID 602342, 2012;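 active = mean replicate activation score at least 90 and every replicate individually at or above 90; inconclusive = only one of the two criteria met; inactive = neither criterion met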;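 note: higher luciferase means less miR-122 activity so hits act as miR-122 inhibitors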
esBAF inh = Bmi1 luciferase reporter increase in mESCs, primary screen, esBAF inhibitor project, mouse ES cells, Bmi1 luciferase knock-in, single point | 24 h; 100% = twice the neutral-well signal | reporter increase, % at 12.5 µM | 350,000 compounds, 2% hits | AID 602393, 2012; in the data active = activation above about 40%; inconclusive = no clear call, values can overlap the other calls;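 note: 0% = median of the plate's neutral control wells and 100% = double that signal; a rise in the Bmi1 reporter signal indicates esBAF inhibition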
Statin myotox sup = suppressors of statin myotoxicity in C2C12 myotubes, primary screen, cell-based, single point, plate reader; C2C12 myotubes + simvastatin, ATP luminescence, 48 h; scaled: DMSO 0, geranylgeraniol control 100; rescue of ATP level, % at 7.49 µM; 330,000 compounds, 0.78% hits; AID 602340, 2012;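 active = mean ATP rescue above about 67%, or every replicate alone reaching that limit, limit read from the data, passing the limit was not always enough; inconclusive = no clear call, values can overlap the other calls; inactive = mean under the limit and some replicate under it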;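 note: myotubes were challenged with 10 µM simvastatin during compound exposure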
Active calls of the source: *; ? = inconclusive; nt = no result given; [ ] = remark or other dose.

SMILES	SIRT5 inh	ARNT TACC3 PPI	Cneo AK release	ERp5 inh	miR-122 sensor	esBAF inh	Statin myotox sup
CC(O)c1ccc(Oc2cnccn2)cc1 (configuration not stated)	-4	-3	-5	1	3	-4	1
C[C@H]1CN([C@@H](C)CO)C(=O)Cc2cc(NC(=O)Cc3cn(C)c4ccccc34)ccc2O[C@H]1CN(C)C	-7	-7	4	-5	9[16.7 µM]	-4	5
COc1ccc(CN(C)C[C@H]2Oc3ccc(NC(=O)Nc4cccc5ccccc45)cc3C(=O)N([C@H](C)CO)C[C@@H]2C)cc1	3	7	-2	-2	1[16.7 µM]	4	-10
CC(C)C#Cc1cnc2c(c1)C(=O)N([C@@H](C)CO)C[C@H](C)[C@@H](CN(C)C(=O)c1ccccc1F)O2	-2	4	-1	1	-6[16.7 µM]	-1	-12
O=C(Oc1ccc2c3c(c(=O)oc2c1)CCCC3)c1ccco1	nt	-7	-2	nt	-9	-6	19
CCOC(=O)C(Sc1cc(-c2ccccc2)nc2ncnn12)C(C)=O (configuration not stated)	-3	13	nt	3	-1	-3	4
CCC(C)OC(=O)C1=C(C)OC23OC(N)=C(C#N)C12C(=O)c1ccccc13 (configuration not stated)	nt	1	nt	nt	2	1	11
O=c1cc(-c2ccccc2)[nH]n1-c1ccc([N+](=O)[O-])cc1	5	15	-6	-3	-9	nt	nt
Cc1cc(NC(=O)c2ccc(Cl)cc2Cl)n(CCC#N)n1	-3	7	nt	?	nt	nt	nt
Cc1c(NC(=O)c2ccc3c4c(cccc24)CC3)c(=O)n(-c2ccccc2)n1C	nt	-2	1	nt	-5	-4	5
C[C@@H]1CN([C@@H](C)CO)C(=O)c2cc(Br)cnc2O[C@@H]1CN(C)C(=O)c1ccccn1	3	1	62	7	16[16.7 µM]	-3	-8
CCOC(=O)c1ccc(NC(=O)CC2C(=O)N(c3cccc(OC)c3)C(=O)N2CCOC)cc1 (configuration not stated)	nt	6	0	nt	-3	2	3
CCn1cc(CN2CCC(C(=O)Nc3cccc(-c4cccc(F)c4)c3)CC2)cn1	-1	nt	-1	-9	nt	-9	-10
O=C(Cc1ccccc1)NC(Nc1cccc2ccccc12)C(Cl)(Cl)Cl (configuration not stated)	nt	-4	0	nt	4	2	6
Cc1cccc(C(=O)OCC(=O)NCC2COc3ccccc3O2)c1 (configuration not stated)	1	-3	2	-1	-2	0	5
COc1cc2c(cc1OC)C(C)N(S(=O)(=O)c1ccc(Cl)nc1)CC2 (configuration not stated)	-14	-1	1	9	2	-8	-4
C[C@@H]1CCCCO[C@@H](CN(C)Cc2ccc(C(F)(F)F)cc2)[C@H](C)CN([C@@H](C)CO)C(=O)c2cc(NC(=O)c3ccccc3)ccc2O1	2	-4	55	2	-21[16.7 µM]	5	nt
CC1(C)CC(=O)C=C(c2cccnc2)C1	nt	-4	-3	nt	4	-9	2
CCn1nc(C)c(CNC(=O)c2cc(COc3ccc(F)cc3Cl)on2)c1C	-6	12	-1	0	-10	-1	-14
CCC(CC)CN1CCC(CN2C(=S)NC[C@@H]2CC(C)C)CC1	-4	15	1	-1	-3	-4	-2
COc1ccc(C(=O)OCC(=O)c2ccco2)cc1[N+](=O)[O-]	nt	nt	-1	-1	-7	-7	-6
Cn1c(=O)c2c(ncn2CC(=O)OCC(=O)Nc2cccc(Cl)c2)n(C)c1=O	1	-4	nt	-10	nt	nt	nt
Cn1cnc2c(=O)sc3ccccc3c21	0	-4	-1	2	4	4	-1
CCCNC(=O)N1CC[C@@H]2[C@@H](CO)N(C)c3ccc(-c4ccc(F)cc4)cc3[C@@H]21	-3	21	10	-2	-3[16.7 µM]	-9	-16
COc1cc2c(C(=O)NCCCN3CCN(c4cccc(Cl)c4)CC3)cn(C)c(=O)c2cc1OC	nt	-4	1	nt	2	3	122*
CCCNC(=O)C(CC)NC(=O)c1cccc([N+](=O)[O-])c1 (configuration not stated)	-3	nt	0	-8	-2	-6	-3
Cc1ccc(S(=O)(=O)N2CCOCC2)cc1NC(=O)CSCc1c(C)noc1C	0	-3	-2	6	-9	-2	2
C[C@@H]1CCCCO[C@@H](CN(C)S(=O)(=O)c2ccc(Cl)cc2)[C@H](C)CN([C@H](C)CO)C(=O)c2cc(NS(=O)(=O)c3cn(C)cn3)ccc2O1	4	5	-4	0	-10[16.7 µM]	0	nt
COc1ccc(C(=O)N(CN2CCCC2=O)c2ccccc2OC)cc1OC	nt	-9	1	nt	-5	4	4
CCN(CC(=O)Nc1ccc(S(=O)(=O)N2CCCC2)cc1)Cc1ccccc1	-4	3	nt	1	nt	nt	nt
O=C(c1cc(-c2ccc(Cl)cc2)on1)N1CCCC1	1	nt	-2	1	-3	-8	4
CCOc1ccc(S(=O)(=O)N2CCN(C(=O)CCOc3ccccc3C)CC2)cc1	-4	-9	-4	4	-5	0	21
O=C(NC1CC1)c1cc(-c2ccco2)nc2ccccc12	nt	-3	0	nt	-18	-4	-4
CCC(C)[C@H](NC(=O)N1CCCCCC1)C(=O)OC (some centres not stated)	-3	nt	-1	1	-3	nt	nt
O=C(C[C@@H]1CC[C@@H](NC(=O)C2CC2)[C@H](CO)O1)NCc1ccncc1	-2	-5	2	-1	nt	-3	3
CCOCCCNC(=O)CN1C(=O)COc2ccc(S(=O)(=O)N3CCC(C)CC3)cc21	nt	-1	-11	nt	4	11	2
CCOc1cc2[nH]c(=S)n(CCCN3CCN(C)CC3)c(=O)c2cc1OCC	-3	-3	10	-1	-22	-6	-24
C[C@H]1CN([C@@H](C)CO)C(=O)c2cc(NC(=O)Cn3cnnn3)ccc2O[C@H]1CN(C)S(C)(=O)=O	2	-2	-2	-1	-2[16.7 µM]	-1	nt
CCOC(=O)N1CCN(C(=O)c2ccc(N3C(=O)c4ccccc4C3=O)cc2)CC1	nt	-3	1	nt	-6	-4	5
CCOc1ccc(Oc2nc(Nc3ccc(C)cc3)nc(N(C)C)n2)nn1	nt	-6	-1	nt	2	-5	-10
C[C@@H]1CCCCO[C@H](CN(C)S(=O)(=O)c2ccc(Cl)cc2)[C@@H](C)CN([C@@H](C)CO)C(=O)c2cc(NC(=O)Nc3ccc(F)cc3)ccc2O1	2	18	3	-10	-8[16.7 µM]	-2	nt
CCc1c(C)nc(N2CCN(c3cccc(OC)c3)CC2)[nH]c1=O	-1	3	-2	-1	-9	-6	2
Brc1ccc2nc(C3CCCCC3)c(Cc3ccccc3)n2c1	4	nt	10	8	6	3	1
CCCN(CCC)S(=O)(=O)c1cc2c(cc1Br)CCN2C(=O)CC	nt	-7	-1	0	2	-5	-2
CC(C)C#Cc1cnc2c(c1)C(=O)N([C@H](C)CO)C[C@@H](C)[C@@H](CN(C)Cc1ccccn1)O2	5	-1	-6	-2	31[16.7 µM]	-1	-11
COc1ccc(NS(=O)(=O)Cc2ccccc2Cl)cn1	nt	0	13	nt	1	-3	-15
CCC(C)(C)NC(=O)C(c1cccnc1)N(C(=O)c1csnn1)c1ccc(C)cc1 (configuration not stated)	15	31	nt	6	nt	nt	nt
COc1cc2c(C(=O)NC3CCCCCC3)cn(C)c(=O)c2cc1OC	nt	-12	3	nt	-2	-1	nt
Cc1onc(-c2c(F)cccc2Cl)c1C(=O)Nc1cccc(S(=O)(=O)N2CCOCC2)c1	1	1	0	-2	6	-4	2
Cc1cc(=O)oc2cc(OCC(O)CN3CCN(c4ccccc4)CC3)ccc12 (configuration not stated)	nt	1	3	nt	-11	11	nt
C[C@@H]1CCCCO[C@H](CN(C)C(=O)NC2CCCCC2)[C@@H](C)CN([C@H](C)CO)C(=O)c2cc(NC(=O)CCCCCC(=O)Nc3ccccc3N)ccc2O1	4	-4	2	-6	4[16.7 µM]	7	nt
C(=N\Nc1nc(-c2ccccc2)cs1)/c1cccs1	nt	0	1	nt	10	nt	nt
O=C(Cc1ccccc1)NCC(=O)Nc1ccccc1Br	-1	2	4	6	0	9	2
O=C(NC1CCC1)[C@@H]1[C@@H](CO)[C@@H]2Cn3c(ccc(-c4ccccc4)c3=O)[C@H]1N2Cc1cocn1	-23	-4	-2	2	1[16.7 µM]	3	-21
CCCCc1nn(-c2cc(Cl)ccc2OC)c2c1C(=O)CC(C)(C)C2	-17	nt	2	-1	-1	-2	2
COc1ccc(-c2c(-c3cc(OC)cc(OC)c3)n(C)c3ccc(-c4cc(F)cc(OC)c4)cc23)cc1	nt	-6	-2	3	-3	-9	-24
CCNC(=O)CSc1nnc(CN2CCCCCC2=O)n1-c1ccccn1	-2	4	nt	-1	nt	nt	nt
COc1ccccc1NC(=O)c1ccc(S(=O)(=O)N2CCCC(C)C2)cc1 (configuration not stated)	-8	nt	1	3	1	-3	4
Cc1ccc2c(c1)c(C)cc(=O)n2CCC(=O)O	-1	2	-2	-2	-8	-2	7
CC(=O)N[C@@H](CC(=O)N[C@H](CCC(=O)O)C(=O)O)C(=O)O	-2	-9	-2	-4	-4	-1	-5
Continued.
SMILES	SIRT5 inh	ARNT TACC3 PPI	Cneo AK release	ERp5 inh	miR-122 sensor	esBAF inh	Statin myotox sup
COc1ccc(N(CN2C(=O)C3CC=CCC3C2=O)C(=O)c2ccco2)cc1 (configuration not stated)	nt	0	nt	nt	-7	7	nt
CN1C(=O)C(C(=O)Nc2ccccc2F)c2ccccc21 (configuration not stated)	-2	6	nt	0	nt	nt	nt
O=S(=O)(Nc1nc2cc3c(cc2nc1Cl)OCCO3)c1ccccc1	-6	1	nt	0	nt	nt	nt
CC1(C)CC(NC(=O)C(=O)NCCc2ccccc2)CC(C)(C)N1	-8	-2	-2	4	-1	-4	5
COc1cccc(/C=C/C(=O)OCC(=O)NCC2CCCO2)c1 (configuration not stated)	nt	-2	-3	nt	-3	nt	nt
CO[C@@H](CN(C)C(=O)c1ccccc1F)[C@H](C)CN([C@@H](C)CO)S(=O)(=O)c1ccc(C)cc1	nt	-2	-1	0	nt	-2	10
Cc1cccn2cc(-c3cccc(S(=O)(=O)N4CCOCC4)c3)nc12	3	2	-1	3	-6	nt	nt
CCCCNC(=O)CC1N=C2c3ccccc3N=C(SCC(=O)Nc3cccc(C)c3)N2C1=O (configuration not stated)	nt	-15	-1	nt	8	-7	nt
COCC#Cc1ccc2c(c1)O[C@H](CN(C)Cc1ccccc1F)[C@@H](C)CN([C@H](C)CO)S2(=O)=O	8	3	2	12	14[16.7 µM]	-2	-32
C=CCn1c2ccccc2c2nnc(SC(CC)C(=O)Nc3nc(C)c(C(=O)OCC)s3)nc21 (configuration not stated)	nt	1	-2	nt	-16	6	6
CC(=O)NC1=NN(C(C)=O)C(c2ccccn2)S1 (configuration not stated)	1	8	nt	2	nt	nt	nt
COc1ccccc1C(=O)Nc1c2c(nn1-c1ccc(Cl)cc1)CS(=O)(=O)C2	-1	-6	12	13	nt	nt	nt
COc1ccc(-c2ccc3c(N)c(C(=O)NC(C)C)sc3n2)cc1OC	-3	nt	-3	0	-2	nt	nt
N#Cc1c(-c2cccs2)cc(-c2cccnc2)nc1N	nt	-4	-2	nt	-5	2	10
CC(C)C(C)NC(=O)CN1C(=O)NC2(CCCCCC2)C1=O (configuration not stated)	0	-18	nt	-4	nt	nt	nt

Two compounds from above, showing only Cneo AK release, SIRT5 inh and Statin myotox sup:
smiles,Cneo AK release,SIRT5 inh,Statin myotox sup
Cc1cccn2cc(-c3cccc(S(=O)(=O)N4CCOCC4)c3)nc12,-1,3,nt
CCCCNC(=O)CC1N=C2c3ccccc3N=C(SCC(=O)Nc3cccc(C)c3)N2C1=O (configuration not stated),-1,nt,nt
